V1R ag counter – agonists of human V1a receptor, primary screen, counter-screen for OXTR agonist project, fluorescence, CHO-V1R cells. Vasopressin V1a receptor (Homo sapiens), P37288. Fluo-8 calcium fluorescence, agonist mode; 0% DMSO, 100% 3 nM vasopressin. activation, % at 3 µM. 320,000 compounds, 0.25% hits. AID 2797, 2010;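 active = activation above the mean activation of all tested compounds plus 3 SD, per screening run, cut at about 20% in these data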;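 also: signal is peak over basal fluorescence ratio across a 100 second FLIPR read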
Target sequence (P37288 whole entry, looked up): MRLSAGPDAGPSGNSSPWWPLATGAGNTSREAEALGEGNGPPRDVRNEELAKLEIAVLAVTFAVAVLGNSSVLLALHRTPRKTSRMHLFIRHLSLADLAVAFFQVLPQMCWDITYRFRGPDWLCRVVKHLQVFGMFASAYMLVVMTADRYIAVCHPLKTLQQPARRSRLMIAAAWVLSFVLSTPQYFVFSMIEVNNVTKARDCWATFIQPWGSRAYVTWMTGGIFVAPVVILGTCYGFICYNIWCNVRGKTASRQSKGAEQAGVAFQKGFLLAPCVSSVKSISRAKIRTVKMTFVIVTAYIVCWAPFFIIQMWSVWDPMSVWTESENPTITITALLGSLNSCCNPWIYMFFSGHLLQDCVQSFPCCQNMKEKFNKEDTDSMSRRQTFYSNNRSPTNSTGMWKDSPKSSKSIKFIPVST
OXTR agonist – human OXTR agonists, primary screen, fluorescence, CHO-OTR cells, Fluo-8 calcium. Oxytocin receptor (Homo sapiens), P30559. 320,000 compounds, 0.32% hits. activation, % at 3 µM. Fluo-8 calcium fluorescence; normalized: DMSO 0%, oxytocin 100%. AID 2435, 2010;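 active = activation above the mean of all tested compounds plus 3 SD, cutoff set per screening run, cut at about 20% in these data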;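 also: peak over basal fluorescence ratio from a 100 s FLIPR kinetic read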
Target sequence (P30559 whole entry, looked up): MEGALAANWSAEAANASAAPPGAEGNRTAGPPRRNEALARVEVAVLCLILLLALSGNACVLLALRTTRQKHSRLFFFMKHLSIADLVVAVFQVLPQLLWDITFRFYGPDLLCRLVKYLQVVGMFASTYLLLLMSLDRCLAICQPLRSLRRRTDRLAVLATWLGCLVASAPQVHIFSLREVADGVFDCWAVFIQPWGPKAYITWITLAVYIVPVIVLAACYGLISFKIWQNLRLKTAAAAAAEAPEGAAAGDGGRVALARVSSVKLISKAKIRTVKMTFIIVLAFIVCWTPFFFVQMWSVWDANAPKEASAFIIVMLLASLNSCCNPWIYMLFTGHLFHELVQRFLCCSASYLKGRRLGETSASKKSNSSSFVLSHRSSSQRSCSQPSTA
GalR3 antag – GalR3 antagonists in HEK293 cells, primary screen, cell-based, fluorescence readout | HEK293 GalR3-CNG cAMP membrane potential fluorescence; galR3 body fused to GalR1 C-terminus | 360,000 compounds, 0.44% hits | inhibition, % at 3 µM | Galanin receptor type 3 (Homo sapiens), O60755;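 active = inhibition above the screen-wide average plus 3 SD, cut at about 13% in these data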;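 also: forskolin and galanin both at EC90 stimulate the cells; cAMP rise reported by CNG channel membrane potential dye signal; 0% = forskolin plus galanin with DMSO and 100% = forskolin alone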
Target sequence (O60755 1-299 limits assumed): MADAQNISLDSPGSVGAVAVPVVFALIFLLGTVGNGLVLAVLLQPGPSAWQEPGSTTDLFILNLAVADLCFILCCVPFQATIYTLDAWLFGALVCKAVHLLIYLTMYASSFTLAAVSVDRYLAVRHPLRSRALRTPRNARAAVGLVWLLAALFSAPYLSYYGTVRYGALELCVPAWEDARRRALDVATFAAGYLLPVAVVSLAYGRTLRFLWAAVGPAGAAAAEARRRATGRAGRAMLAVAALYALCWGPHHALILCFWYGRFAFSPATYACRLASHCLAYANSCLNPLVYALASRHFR
Numbers without * were called inactive.

SMILES	V1R ag counter	OXTR agonist	GalR3 antag
CCN(CC)S(=O)(=O)c1ccc(N2CC(C(=O)NC3(C)CCS(=O)(=O)C3)CC2=O)cc1 (stereo not drawn)	0.6	1.9	-5
N#CC1(NC(=O)Cn2ncc(Cl)c(Cl)c2=O)CCCCC1	0.7	-0.2	0
C[C@]12CC[C@H](O)CC1=CCC1C2CC[C@@]2(C)C1CC[C@@H]2NC(=O)[C@@H](N)Cc1ccccc1 (stereo partly drawn)	1.6	5.7	-7
COc1ccc(S(=O)(=O)Nc2cc(C)on2)cc1NC(C)=O	0.6	0.2	-6
OCC[C@H]1C[C@@H](O)[C@H](O)[C@@]2(CCCc3ccccc3O2)O1	1.2	1.5	-1
CCN(C(=O)COC(=O)Cc1c(F)cccc1Cl)c1c(N)n(Cc2ccccc2)c(=O)[nH]c1=O	-0.2	0.2	-4
Cn1cccc1C(=O)NC(=O)COC(=O)CCNS(=O)(=O)c1cccc(C(F)(F)F)c1	4.9	2.2	-3
O=C(CSc1nnc2ccc(-c3ccc(Br)cc3)nn12)NCC1CCCO1 (stereo not drawn)	-1.4	-1.8	1
O=C(CSc1nnc(-c2ccccc2F)o1)Nc1ccc(N2CCOCC2)cc1	1.0	1.0	-5
CCc1ccc(/C(C)=N/NC(=O)c2ccc(-n3cnnn3)cc2)cc1	1.6	-0.3	2
O=C(CN1C(=O)NC2(CCCCCCC2)C1=O)NCc1ccccc1	-0.3	-0.5	-5
O=C(CN1C(=O)C(=O)N(Cc2ccco2)C1=O)Nc1ccccc1	1.2	1.0	-4
O=C(O)c1ccccc1C(=O)O	0.3	-0.3	0
CC1CCCN(C(=O)COC(=O)Cc2c[nH]c3ccccc23)C1 (stereo not drawn)	1.4	1.7	-7
O=C1c2cccc(Cl)c2C(=O)N1c1ccccn1	-0.3	0.5	3
COc1ccccc1C(=O)NCC(=O)OC(C)C(=O)N1CCOCC1 (stereo not drawn)	0.5	0.3	-1
CCC(=O)Nc1ccc(C(=O)COC(=O)Cc2ccsc2)cc1	1.7	3.3	-7
O=C(Cc1ccccc1Cl)Nc1cccc(S(=O)(=O)N2CCCCCC2)c1	4.6	2.1	-1
Cc1nc2ccc(NC(=O)CS(=O)(=O)c3ccccc3)cc2s1	-0.4	0.0	0
CCOc1ccc(S(=O)(=O)NCCC(=O)N(C)Cc2ccc(C)o2)cc1	-0.8	-1.8	-1
O=C(NCC1CCCO1)c1cccc(NS(=O)(=O)c2ccccc2)c1 (stereo not drawn)	0.5	-0.6	-3
CCN(C(=O)COC(=O)c1ccc2c(c1)OCO2)c1ccc(F)cc1	0.0	-0.2	-8
CCCCN(C(=O)/C=C/c1ccccc1)C1CCS(=O)(=O)C1 (stereo not drawn)	0.6	-1.1	-3
COc1ccc(NC(=O)CC2(CC(=O)N3CCOCC3)CCCC2)cc1Cl	0.1	-0.5	-4
CCC(C)Sc1ccc([C@H]2N[C@@](C)(C(=O)OC)[C@H]3C(=O)N(CC)C(=O)[C@@H]23)cc1OC (stereo partly drawn)	2.8	1.1	3
CCCCN(C(=O)C1CSC2(C)CCC(=O)N12)c1c(N)n(CC(C)C)c(=O)[nH]c1=O (stereo not drawn)	-0.4	0.3	-4
CC(C)(C)[C@H](N)C(=O)N[C@H]1CCC2C3CC=C4C[C@@H](O)CC[C@]4(C)C3CC[C@@]21C (stereo partly drawn)	3.3	4.3	-4
COc1ccc(C(=O)c2c3ccc(C(F)(F)F)cc3[n+]([O-])n2CCCN)cc1	1.2	3.0	-3
Cc1csc(=O)n1CC(=O)OCC(=O)Nc1ccc(Cl)cc1F	2.9	0.1	-5
CCn1nnc2cc(C(=O)Nc3ccc(C(=O)OC(C)C)cc3)ccc21	8.9	12	-4
COc1ccc(OCCNC(=O)c2cc(C3CC3)nc3c2cnn3C(C)C)cc1	-0.4	-1.3	-5
CCOC(=O)[C@H]1[C@H]2COc3ccc(OC)cc3[C@@H]2N2C(=O)c3cc(C)ccc3NC(=O)[C@@]12C	-0.6	-0.8	-1
O=C(CSc1nc2ccccc2[nH]1)Nc1ccc2[nH]c(=O)[nH]c2c1	0.5	0.7	0
COc1cccc(N2CCN(C(=O)CC(NC(=O)c3ccccc3)c3ccccc3)CC2)c1 (stereo not drawn)	0.6	-1.3	-4
Cc1c(C(=O)OCC(=O)NCc2ccco2)oc2ccccc12	1.1	-0.9	-8
CN(C)S(=O)(=O)c1cccc(NC(=O)c2ccc(NS(=O)(=O)c3cccs3)cc2)c1	-0.4	0.1	-2
Cc1ccc(NC(=O)c2cccc(S(=O)(=O)N3CCCC3)c2)nc1	0.2	-0.1	-4
Cn1c(=O)c2c(nc(N3CCC(C(N)=O)CC3)n2CCSc2nc3ccccc3s2)n(C)c1=O	1.5	-0.2	-3
CCC1CCCCN1C(=O)COC(=O)c1cccs1 (stereo not drawn)	0.3	1.0	-4
CC[C@@]1(C(=O)OC)N[C@H](CN(C)S(=O)(=O)c2ccc(-c3ccccc3)cc2)[C@@H]2C(=O)N(C)C(=O)[C@@H]21	2.5	1.4	-8
CC(=O)c1ccc(S(=O)(=O)N2CCC3(CC2)CC(=O)c2ccccc2O3)cc1	-0.1	6.2	6
C=CC[C@@H](CC(=O)OC(C)(C)C)C(=O)OC[C@H]1CCCN1C(=O)[C@@H](CC=C)CC(=O)N(CCO)Cc1ccccc1	-0.6	-2.7	-2
CCn1c(=NC(=O)CS(=O)(=O)c2ccc(F)cc2)sc2cccc(OC)c21	-1.2	-1.9	1
O=S(=O)(NCC1(N2CCOCC2)CCCCC1)c1ccc(F)c(F)c1F	-1.2	-2.1	-1
Cc1ccc(CN2CCN(c3ccccc3Cl)CC2)o1	-0.7	-0.6	-4
c1ccc(NC2=NCCN2CC2CCC2)cc1	0.8	0.8	-5
COc1cc(OC)c(C(=O)OCC(=O)c2ccc3c(c2)NC(=O)CO3)cc1OC	2.2	2.9	1
O=C(Nc1ccc(N2CCOCC2)c(S(=O)(=O)Nc2ccc(Cl)cc2)c1)c1ccc(=O)[nH]n1	0.7	0.7	-7
CC(=O)n1c(=O)oc2ccccc21	0.8	-0.5	-7
Cc1ccc(C(=O)OCC(=O)N2C(C)CCCC2C)s1 (stereo not drawn)	-0.4	-0.7	-7
COc1cc2nc(CN3CCN(S(=O)(=O)c4cc(C)ccc4C)CC3)[nH]c(=O)c2cc1OC	1.2	1.1	-3
O=C1CCCN1C(=O)CSc1ccc2ccccc2n1	5.8	-0.1	-7
O=C(COC(=O)C1CC(=O)N(Cc2ccco2)C1)Nc1nc(-c2ccc(F)cc2)cs1 (stereo not drawn)	6.3	6.6	-5
COc1ccc(C(=O)Nc2ncccc2C)cc1S(=O)(=O)N1CCCc2ccccc21	0.2	0.7	1
O=C(CCN1C(=O)C2CCCCC2C1=O)Nc1nc2c(F)cc(F)cc2s1 (stereo not drawn)	4.0	1.6	-5
COc1cccc(CNC(=O)C(=O)N2CCC3(CC2)OCCN3S(=O)(=O)c2ccc(C)cc2)c1	0.4	-1.7	-4
COc1ccc(C(=O)NNC(=O)CN(C)S(=O)(=O)c2ccc(Cl)cc2)c(OC)c1OC	-0.2	-1.5	-1
COc1ccc2c(COC(=O)CNS(=O)(=O)c3ccccc3)cc(=O)oc2c1	-0.2	2.3	-6
CCOC(=O)c1ccccc1NC(=O)C1=COCCO1	-0.3	-1.8	-3
CCOC(=O)N1CCN(c2ccc(S(=O)(=O)N3CCC(C)CC3)cc2[N+](=O)[O-])CC1	6.4	5.3	-5

(cont.)
SMILES	V1R ag counter	OXTR agonist	GalR3 antag
O=C(NN=C(c1ccccc1)c1ccccc1)C(CCl)C1CCCCC1 (stereo not drawn)	1.3	0.3	-2
COc1ccc2c(c1)[C@H]1[C@H](CO2)[C@H](c2ccccc2)[C@]2(C)C(=O)Nc3cc(OC)c(OC)cc3C(=O)N12	5.3	6.2	-6
Cc1[nH]nc(C(F)(F)F)c1CCC(=O)NC1CCCCCC1	0.0	0.9	-5
Cn1c(Cc2nc3ccccc3n2C)nc2ccccc21	-0.7	0.4	-6
COc1ccc2c(c1)CCCC21NC(=O)N(CC(=O)c2cc(F)ccc2F)C1=O (stereo not drawn)	-0.2	0.3	-1
O=C(COC(=O)COc1ccc(Cl)cc1)NC1CC1	-0.3	-0.1	-7
COc1ccc(CN(C(=O)c2ccc(C)cc2)c2cccc(N)c2)cc1	-0.7	-0.9	-1
CCN(CC(=O)Nc1ccc2c(c1)OCCO2)C(=O)/C=C/c1cccc(Br)c1	0.4	-2.3	-4
CCN(CC(=O)Nc1ccc(OC)cc1)C(=O)c1ccc2c(=O)n3c(nc2c1)CCC3	0.3	-0.8	-3
NNC(=O)c1cc(NS(=O)(=O)c2cccs2)cc(NS(=O)(=O)c2cccs2)c1	2.8	0.9	5
CN(C(=O)COc1ncnc2ccccc12)C1CCCCC1	1.1	1.2	10
COc1ccc(S(=O)(=O)Nc2cc3c4c(c2)CCC(=O)N4CCC3)cc1	3.1	2.3	-4
Cc1cnc(NC(=O)c2cccc(S(=O)(=O)N3CCOCC3)c2)s1	0.7	-1.2	-6
CN(C)C(=O)c1ccc(NC(=O)COC(=O)C2(c3ccccc3)CCCC2)cc1	5.5	6.3	-7
COc1c2c(cc3oc(CO[C@@H]4O[C@H](CO)[C@@H](O)[C@H](O)[C@H]4O)cc(=O)c13)O[C@H](C(C)(C)O)C2	0.1	-0.3	-4
O=C(NCCS(=O)(=O)N1CCCCCC1)c1ccccc1	-0.4	-0.6	-4
O=C(NNC(=O)c1ccccc1O)c1ccc(Cl)c(S(=O)(=O)N2CCc3ccccc32)c1	9.3	6.1	29*
COc1ccccc1CCC(=O)OCC(=O)Nc1c(C)nn(-c2ccccc2)c1C	-0.9	-2.4	-2
Cc1ccc(NC(=S)NCc2ccc(F)cc2)cc1	1.1	-1.1	-2
O=C(COc1ccc(F)c(Cl)c1)Nc1ccc(N2CCOCC2)cc1	5.0	5.6	-5
CCOC(=O)C1CCCN(C(=O)COC(=O)c2cccs2)C1 (stereo not drawn)	1.6	1.6	-4
COc1ccc(NC(=O)N(C)C[C@H]2Oc3ccc(NC(=O)Nc4c(C)noc4C)cc3C(=O)N([C@H](C)CO)C[C@@H]2C)cc1	1.7	1.7	-3
Cc1nc2ccc(NS(=O)(=O)c3ccc(Br)cc3)cc2s1	7.8	8.7	-4
CC(OC(=O)CCN=C1NS(=O)(=O)c2ccccc21)C(=O)NCc1ccccc1 (stereo not drawn)	-1.0	-0.1	-2
Cc1cccc(C)c1NC(=O)C1CSC2(C)CCC(=O)N12 (stereo not drawn)	-0.8	-1.0	-1
Cn1c(SCC(=O)NNC(=O)c2ccccc2)nnc1C(F)(F)F	0.8	0.0	2
C=CC[C@H](CC(=O)N[C@H](CO)Cc1ccccc1)C(=O)N[C@H](COC(=O)[C@H](CC=C)CC(=O)OC(C)(C)C)Cc1c[nH]c2ccccc12	1.4	0.8	-13
O=C(CN(Cc1ccco1)Cc1ccco1)Nc1cc(S(=O)(=O)N2CCCCC2)ccc1Cl	3.7	0.2	-8
COc1ccccc1NS(=O)(=O)c1cc(C(=O)N2CCCC2)ccc1C	-0.8	-0.4	-4
Cc1cccnc1NC(=O)CN1C(=O)NC(C)(c2ccc3ccccc3c2)C1=O (stereo not drawn)	0.5	-0.4	-3
COc1ccc(NC(=O)CSc2nc(=O)n(CCN(C)C)c3c2CCCC3)cc1	0.1	-0.8	1
COc1cccc(CC(=O)OCc2csc(CC(=O)Nc3ccccc3C)n2)c1	0.2	-1.2	-8
CCCCCCSc1cccc(-c2nc3ccc(C)cn3c2NC2CCCCC2)c1	0.4	0.3	-7
CN1CCN(c2oc(-c3ccccc3)nc2S(=O)(=O)c2ccccc2)CC1	0.4	2.1	9
Cc1ccc(S(=O)(=O)N(C)C)cc1NC(=O)CN1c2cccc3cccc(c23)S1(=O)=O	1.8	-1.2	-3
Cc1ccccc1C(=O)NCC(=O)OCCCOC(=O)CNC(=O)c1ccccc1C	-0.9	-1.9	-7
O=C(COC(=O)c1ccco1)Nc1ccc2[nH]c(=O)[nH]c2c1	0.6	2.6	-3
Cc1ccc2nc(SCC(=O)c3ccc(Cl)cc3)nc(=O)n2c1	-0.2	-1.1	-3

Another view of part of the listing above.
Structure,V1R ag counter,OXTR agonist,GalR3 antag
CCOC(=O)C1CCCN(C(=O)COC(=O)c2cccs2)C1 (stereo not drawn),1.6,1.6,-4
COc1ccc(NC(=O)N(C)C[C@H]2Oc3ccc(NC(=O)Nc4c(C)noc4C)cc3C(=O)N([C@H](C)CO)C[C@@H]2C)cc1,1.7,1.7,-3
Cc1nc2ccc(NS(=O)(=O)c3ccc(Br)cc3)cc2s1,7.8,8.7,-4
CC(OC(=O)CCN=C1NS(=O)(=O)c2ccccc21)C(=O)NCc1ccccc1 (stereo not drawn),-1.0,-0.1,-2
Cc1cccc(C)c1NC(=O)C1CSC2(C)CCC(=O)N12 (stereo not drawn),-0.8,-1.0,-1

Some of the entries so far, with values under each structure.
Each structure is followed by: V1R ag counter, OXTR agonist, GalR3 antag
- COc1ccc(NC(=O)CSc2nc(=O)n(CCN(C)C)c3c2CCCC3)cc1
    0.1, -0.8, 1
- COc1cccc(CC(=O)OCc2csc(CC(=O)Nc3ccccc3C)n2)c1
    0.2, -1.2, -8
- CCCCCCSc1cccc(-c2nc3ccc(C)cn3c2NC2CCCCC2)c1
    0.4, 0.3, -7
- CN1CCN(c2oc(-c3ccccc3)nc2S(=O)(=O)c2ccccc2)CC1
    0.4, 2.1, 9

Not all compounds are listed; the hit share may differ from the screen's.
